Hsp70 inhibitors: Hsp70 inhibitors, probe displacement, primary screen, biochemical, fluorescence polarization (AID 583); 0.06% of 140,000 active; Hsp70 fluorescence polarization probe displacement, mP; higher % means a stronger effect; displacement, % at 20 µM; hits with a dose series show IC50 in µM; in the data active = displacement above about 50%;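 also: plate controls were vehicle for no effect and reference ligand for full effect; a part of the inactive calls stands beside numbers as strong as those of hits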
MKP-3 inhibition: inhibition of rat DUSP6 enzyme activity – biochemical, in vitro, primary screen (AID 425) | 0.17% of 110,000 active | inhibition, % at 20 µM, or IC50 in µM where a hit was titrated | recombinant MKP-3 phosphatase activity, fluorescence; higher % means a stronger effect; in the data active = inhibition above about 50%;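 also: plate controls were vehicle for no effect and reference inhibitor for full effect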
* hit, by the source's call; . = no result given; & = joins results of further samples.

Hsp70 inhibitors,MKP-3 inhibition,canonical_smiles
-4.5%,.,Cc1cc(NC(=O)c2cccc(S(=O)(=O)N3CCOCC3)c2)no1
-1.8%,.,CNC(=O)CN(c1ccc(F)cc1)S(=O)(=O)c1cc(C)ccc1OC
-4.4%,-1%,OCCN1CCN(c2nc(-c3ccccc3)c3cc(Cl)ccc3n2)CC1
3.6%,6%,CCSc1oc(-c2ccco2)nc1S(=O)(=O)c1ccc(F)cc1
0.2%,-4%,Cc1ccc(-n2ncc3c2ncn2c(-c4ccncc4)nnc32)cc1
-0.1%,1%,O=c1cnnc(N/N=C/c2ccccc2Br)[nH]1
-1.6%,.,Cc1ccc(C(O)CN2C3=NCCCN3c3ccccc32)cc1 (stereo not given)
0.4%,.,COc1ccc(NS(=O)(=O)c2ccc(S(=O)(=O)N3CCCC3)cc2)cc1
5.4%,5%,CC(=O)Nc1cc2c(cc1NC(=O)c1cnccn1)OCCO2
-3.4%,4%,Cc1cc(C)nc(NS(=O)(=O)c2ccc(NC(=O)c3ccc(S(=O)(=O)N4CCOCC4)cc3)cc2)n1
0.2%,3%,CC1=C(C(=O)Nc2ccccc2C)C(c2ccc(C)cc2)NC(=S)N1 (stereo not given)
-0.7%,4%,COc1cccc(NC(=O)COc2ccc(C(C)(C)C)cc2)c1
0.0%,-6%,Cc1ccc2cc(COC(=O)c3ccncc3)c(=O)[nH]c2c1
1.6%,3%,O=c1[nH]c(O)c(C=NCc2ccccc2)c(=O)[nH]1
6.2%,.,CCC(=O)N1CCc2cc(S(=O)(=O)NC(Cc3ccccc3)C(=O)NC3CCCCC3)ccc21 (stereo not given)
4.7%,.,COc1ccc(C(=O)N2CCC(N3CCN(c4ccccc4)CC3)CC2)cc1
3.2%,5%,Cc1ccc(C(=O)Nc2ccc(Cl)cc2)o1
2.2%,-4%,CCc1ccc(S(=O)(=O)Nc2ccc(OC(=O)c3ccc(C)cc3)cc2)cc1
0.6%,-7%,O=C(NCC1CCCO1)c1cccnc1Nc1ccccc1F (stereo not given)
0.1%&2.6%,-1%&0%,O=c1oc(-c2ccco2)nc2c1cnn2-c1ccccc1
-2.9%,.,Cc1ccc(S(=O)(=O)N(CC(=O)NCc2ccco2)C2CCCCC2)cc1
7.0%,.,CCOC(=O)C1CCCN(S(=O)(=O)c2ccc(F)c(C(=O)Nc3ccc(F)c(F)c3)c2)C1 (stereo not given)
5.4%,-7%,Cc1cc(NC(=O)COC(=O)COc2ccc3c(c2)CCC3)no1
-2.0%,.,CC(C)(C)c1ccc(CN2N=Nc3ccccc3S2(=O)=O)cc1
0.8%,-4%,CC(O)c1nc2ccc(Cc3ccc4nc(C(C)O)[nH]c4c3)cc2[nH]1 (stereo not given)
6.5%,-3%,O=[N+]([O-])c1cccc(S(=O)(=O)NCc2ccc(F)cc2)c1
4.3%,0%,CS(=O)(=O)N(CC(=O)Nc1ccc2ccccc2c1)c1ccc(Br)cc1
0.3%,1%,Cc1cccc(-c2noc(C(c3ccccc3)c3ccccc3)n2)c1
-0.2%,-15%,Cc1nnc(SCC(=O)NC2CC2)n1CCc1ccccc1
4.7%,.,CCCNC(=O)c1ccc2c(c1)ncn2-c1ccccc1OC
0.8%,.,Cc1ccc(NC(=O)c2ccc(-c3nn(C)c(=O)c4ccccc34)cc2)cc1
-3.5%,-5%,CCOC(=O)c1cnc(SCc2nc(N)nc(Nc3ccc(C)cc3)n2)nc1N
1.4%,-4%,O=C(Cn1nc(-c2ccccc2)c2ccccc2c1=O)NCC1CCCO1 (stereo not given)
2.0%,-7%,CCn1cc(C(=O)NC2CCc3ccccc32)c(=O)c2ccc(C)nc21 (stereo not given)
6.8%,.,COc1ccc2nc(NC(=O)CSc3nccc(C)n3)sc2c1
-0.6%,4%,CCOC(=O)N1CCN(C(=O)c2ccc3nc(SCc4ccc(F)cc4)n(C)c3c2)CC1
-3.1%,1%,CCOC(=O)/C(=C\c1cccc(Br)c1)NC(=O)c1ccccc1
-0.3%,-12%,Nc1nnc(SCc2ccc3c(c2)OCO3)s1
1.8%,.,Cc1ccc(C)c(Cn2cnc3c(cnn3C(C)(C)C)c2=O)c1
-3.7%,3%,COc1cc(NC(=O)C(C)Oc2ccccc2)c(Cl)cc1NC(=O)c1ccccc1 (stereo not given)
6.5%,-6%,CC(=O)Nc1ccc(C2NC(=O)c3ccccc3O2)cc1 (stereo not given)
0.7%,-1%,Cc1ccc(/C=C/C(=O)N2CCN(c3ccc(Cl)cc3)CC2)cc1
-5.9%,4%,CC(C)Sc1nc(N)c2c3c(sc2n1)CN(C)CC3
-4.1%,4%,O=c1oc2cc(OCc3ccccc3F)ccc2c2ccccc12
1.3%,-5%,O=C(CCCN1C(=O)c2ccccc2C1=O)Nc1nncs1
3.2%,.,CC(C)c1ccccc1NC(=O)c1cccc(NC(=O)c2ccccc2)c1
-1.6%,-8%,CCN1CCN(C(=O)c2cc3c(=O)n4ccccc4nc3n2Cc2ccccc2)CC1
3.8%,8%,CCOc1ccc(C(=O)OCC(=O)NCc2ccco2)cc1OCC
-3.2%,4%,COc1cccc(CN2CCN(Cc3ccncc3)CC2)c1
-5.8%,-13%,O=c1[nH]c2ccc(S(=O)(=O)Nc3ccc(-c4nnc5n4CCCCC5)cc3)cc2o1

Structural class: the compounds so far with a halogen (14)
Hsp70 inhibitors,MKP-3 inhibition,canonical_smiles
-1.8%,.,CNC(=O)CN(c1ccc(F)cc1)S(=O)(=O)c1cc(C)ccc1OC
-4.4%,-1%,OCCN1CCN(c2nc(-c3ccccc3)c3cc(Cl)ccc3n2)CC1
3.6%,6%,CCSc1oc(-c2ccco2)nc1S(=O)(=O)c1ccc(F)cc1
-0.1%,1%,O=c1cnnc(N/N=C/c2ccccc2Br)[nH]1
3.2%,5%,Cc1ccc(C(=O)Nc2ccc(Cl)cc2)o1
0.6%,-7%,O=C(NCC1CCCO1)c1cccnc1Nc1ccccc1F (stereo not given)
7.0%,.,CCOC(=O)C1CCCN(S(=O)(=O)c2ccc(F)c(C(=O)Nc3ccc(F)c(F)c3)c2)C1 (stereo not given)
6.5%,-3%,O=[N+]([O-])c1cccc(S(=O)(=O)NCc2ccc(F)cc2)c1
4.3%,0%,CS(=O)(=O)N(CC(=O)Nc1ccc2ccccc2c1)c1ccc(Br)cc1
-0.6%,4%,CCOC(=O)N1CCN(C(=O)c2ccc3nc(SCc4ccc(F)cc4)n(C)c3c2)CC1
-3.1%,1%,CCOC(=O)/C(=C\c1cccc(Br)c1)NC(=O)c1ccccc1
-3.7%,3%,COc1cc(NC(=O)C(C)Oc2ccccc2)c(Cl)cc1NC(=O)c1ccccc1 (stereo not given)
0.7%,-1%,Cc1ccc(/C=C/C(=O)N2CCN(c3ccc(Cl)cc3)CC2)cc1
-4.1%,4%,O=c1oc2cc(OCc3ccccc3F)ccc2c2ccccc12

(more compounds)
Hsp70 inhibitors,MKP-3 inhibition,canonical_smiles
-1.5%,.,COc1cccc(C(=O)Nc2nc(C)cs2)c1
-7.5%,.,Cc1ccc(N2C(=O)c3ccc(C(=O)O)cc3C2=O)cc1C
4.0%&-2.2%,4%&2%,CC1CCCC(C(=O)O)N1C(=O)CCSC(=O)c1ccccc1 (stereo not given)
1.6%,.,CCCC(=O)NC1=C(C#N)C2(CCCCC2)Cc2ccccc21
-1.0%,-1%,CSc1ccc(/C=C(/NC(=O)c2ccccc2)C(=O)N2CCOCC2)cc1
-1.6%,10%,O=C(/C=C/c1cccc([N+](=O)[O-])c1)Nc1nc2ccccc2s1
-5.5%,-15%,Cn1nnnc1SCc1ccc(C(=O)Nc2nccs2)cc1
-7.1%,4%,CCN1C(=O)/C(=C\c2cc(Cl)ccc2OCCOc2cccc(OC)c2)SC1=S
1.2%,0%,COc1ccc(CCNC(=O)COc2ccc(S(=O)(=O)N3CCOCC3)cc2)cc1OC
3.3%,.,Cc1cccc(C(=O)Oc2ccc(/C=N/O)cc2)c1
0.2%,-3%,Nc1nnc(Cc2ccc(Cl)c(Cl)c2)s1
-1.0%,.,O=C(Oc1c(Cl)cc(Cl)c2cccnc12)c1ccco1
2.3%,-3%,CCOc1ccc(NC(=S)NC(NC(=O)c2ccc(Br)cc2)C(Cl)(Cl)Cl)cc1 (stereo not given)
-2.7%,-7%,COc1cccc(-c2nnc(SCC(=O)Nc3cc(C)on3)o2)c1
-2.3%,6%,CCCCOC(=O)c1ccc(NC(=O)c2cnc3n(c2=O)CCS3)cc1
-1.1%,-3%,O=C1C2C3C=CC(C3)C2C(=O)N1c1nccs1 (stereo not given)
-1.0%,1%,Cc1ccc(NC(=O)CSc2nnc(Cc3cccn3C)n2-c2ccc(F)cc2)cc1
1.8%&7.2%,3%,CCOC(=O)c1sc(C)c2c(=O)n(CC(=O)c3ccc(Br)cc3)nnc12
5.9%,.,Cc1cccc(NC(=O)CCc2c(C)nc3ncnn3c2C)n1
0.5%,2%,CC(C)Cn1c(-c2ccccc2F)n[nH]c1=S
0.3%,2%,CC1CCc2nc(NC(=O)c3ccc(S(=O)(=O)N4CCCc5ccccc54)cc3)sc2C1 (stereo not given)
-0.7%,2%,O=c1c([N+](=O)[O-])c(N2CCCCCC2)c2ccccc2n1-c1ccccc1
5.6%,-1%,COc1ccc(C2CC(=O)C3=C(C2)Nc2ccccc2NC3c2ccc3c(c2)OCO3)cc1 (stereo not given)
2.1%,.,COc1ccc(NCc2nnc(SCC(=O)c3ccc(C)cc3)o2)cc1
-0.5%,0%,CCOc1ccc(N2C(=O)S/C(=C\c3ccccc3OC)C2=O)cc1
6.0%,-2%,Cn1nccc1C(=O)NCCN1C(=O)OC(C)(C)C1(C)O (stereo not given)
4.7%,-1%,C=CCNc1oc(-c2ccc(OCC)cc2)nc1C#N
2.4%,6%,CC(=O)Nc1ccc2c(c1)C1C=CCC1C(c1ccccc1[N+](=O)[O-])N2 (stereo not given)
4.4%&4.9%,-16%&-4%,Cc1nn(-c2ccccc2)c2c1C(c1ccccc1)C(C#N)=C(N)O2 (stereo not given)
-0.4%,-13%,Cc1ccc(SCC(=O)Nc2cccc(Br)c2)cc1
4.8%,-18%,COc1ccc(OC)c(NC(=O)c2c(NC(=O)c3ccco3)sc3c2CCC3)c1
-10%,-4%,COc1ccc(-n2c(Cc3cccn3C)nnc2SCC(=O)Nc2cccc(OC)c2)cc1
-2.8%,.,C=C(C)Cn1c(CCCNC(=O)CC)nc2ccccc21
-1.7%,5%,COc1ccc(N(CC(=O)Nc2ccc(Cl)cc2)S(C)(=O)=O)cc1
-2.8%,.,CC(=O)N1CCN(c2nc(C)nc3sc4c(c23)CCC(C)C4)CC1 (stereo not given)
-3.3%,2%,S=c1[nH]nc(-c2cccc(Br)c2)n1-c1ccccc1
30%,1%,CN1CCN(CCCCOc2ccc(Br)cc2)CC1
-2.9%,-7%,O=C(NCC1CCCO1)c1c(O)c2ccccc2[nH]c1=O (stereo not given)
-3.6%,3%,CCCC(=O)Nc1cc2nn(-c3ccc(C)cc3)nc2cc1C
2.6%,1%,CC(=O)CC(O)(c1ccccc1)C(F)(F)C(F)F (stereo not given)
7.4%,-3%,CN(C)c1ccc(C(c2nnnn2CCOC(=O)Nc2ccc(Cl)cc2)N2CCOCC2)cc1 (stereo not given)
2.8%,.,O=C(O)CCC(=O)NCc1ccc(C(=O)O)cc1
2.1%,1%,CC1CCN(C(=O)c2cc3n(n2)C(C(F)(F)F)CC(c2ccccc2)N3)CC1 (stereo not given)
-0.5%,3%,COC(=O)c1cc(Br)c(=O)n(CCc2ccc(F)cc2)c1
46%,2%,COc1ccc(NC(=O)C2Cc3ccccc3CN2C(=O)c2ccccc2)cn1 (stereo not given)
2.3%,.,CCn1c(SCc2nc3ccccc3c(=O)[nH]2)nnc1-c1ccncc1
-0.6%,2%,NS(=O)(=O)c1ccc(NC(=O)c2ccccc2[N+](=O)[O-])cc1
-1.2%,-9%,O=C(CN1C(=O)CCC1=O)Nc1nc(-c2cccs2)cs1
-0.2%,29%,Cc1nn(C)c(C)c1NC(=O)CSc1nc(-c2ccccc2F)nc2c1cnn2-c1ccccc1
2.9%,-5%,O=C(CN1C(=O)c2ccccc2C1=O)Nc1cccc2cccnc12

Going on with the list:
Hsp70 inhibitors,MKP-3 inhibition,canonical_smiles
6.8%,-3%,CCS(=O)(=O)N1CCN(C2CCC(C)CC2)CC1 (stereo not given)
-5.5%,5%,O=c1oc(-c2ccc(Cl)c(Cl)c2)nc2cc(Cl)ccc12
-7.8%,.,Cc1[nH]c2ccccc2c1CN1CCc2ccccc2C1
-5.8%,5%,Cc1ccc(C(=O)N/C(=C\c2ccc(-c3cc(Cl)ccc3Cl)o2)C(=O)NCc2cccnc2)cc1
5.5%,6%,COc1ccc(-c2coc3cc(O)ccc3c2=O)cc1OC
1.7%,.,Cn1c(SCC(=O)Nc2nccs2)nnc1-c1ccco1
-2.2%,0%,CCCCOc1ccccc1C=C1C(=O)NC(=S)NC1=O
9.2%,.,O=C(Nc1ccc2c(c1)OCO2)C1CCCCN1S(=O)(=O)c1ccccc1 (stereo not given)
-2.2%,8%,Cc1sc2ncnc(SCC(=O)c3cccs3)c2c1C
-1.1%,.,Cc1ccc(N(CCC#N)C(=O)CSc2ccc3c(c2)OCCO3)cc1
-0.5%,-10%,CCOC(=O)N1CCN(C(=O)CCc2c(C)nc3nc(C)nn3c2C)CC1
2.9%,1%,Cc1c(NC(=O)c2ccc(F)cc2)c(=O)n(-c2ccccc2)n1C
-1.2%,-2%,CCOc1ccc(CN2CCN(S(=O)(=O)c3ccc(NC(C)=O)cc3)CC2)cc1OC
4.0%,.,Cc1ccc(NC2=NC(c3ccccc3)n3c(nc(C)cc3=O)N2)c(C)c1 (stereo not given)
-7.2%,-8%,COc1ccc(-c2cc(CCCC(=O)NCCc3cc(OC)ccc3OC)no2)cc1

Screening data: PubChem BioAssay, Sanford-Burnham Center for Chemical Genomics

This is a subset, so the mix of outcomes need not match the whole.
